High-throughput results (PubChem BioAssay)
OX1R antag-1: antagonists of human orexin 1 receptor (OX1R) | OX1R-expressing cells, FRET antagonist read-out | AID 485270, 2010 | 330,000 tested, 1.8% active | Orexin/Hypocretin receptor type 1 (Homo sapiens), O43613 | inhibition, % at 6.6 µM; in the data active = inhibition mostly above about 38%, no sharp cut-off; inactive = mostly below about 40%;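 note: 0% = agonist challenge alone and 100% = reference antagonist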
Target sequence (O43613 whole entry, looked up): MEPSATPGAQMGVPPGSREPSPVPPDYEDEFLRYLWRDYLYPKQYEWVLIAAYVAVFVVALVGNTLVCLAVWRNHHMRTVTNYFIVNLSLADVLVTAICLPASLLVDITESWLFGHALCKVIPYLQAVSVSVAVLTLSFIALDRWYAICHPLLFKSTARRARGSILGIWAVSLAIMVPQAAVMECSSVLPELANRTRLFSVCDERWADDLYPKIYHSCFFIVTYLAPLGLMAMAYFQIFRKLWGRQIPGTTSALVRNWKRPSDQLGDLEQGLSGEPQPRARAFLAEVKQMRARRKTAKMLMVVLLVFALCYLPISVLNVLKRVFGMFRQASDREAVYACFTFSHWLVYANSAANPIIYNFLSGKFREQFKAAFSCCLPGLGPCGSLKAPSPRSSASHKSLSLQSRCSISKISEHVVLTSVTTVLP
CHT allo act: CHT positive allosteric modulators, primary screen, cell-based, membrane potential dye, choline EC20; High affinity choline transporter 1 (Homo sapiens), Q9GZV3; CHT-expressing cells; hits give high values; LV-AA mutant CHT in HEK293 cells; B-score at 10 µM; 310,000 tested, 0.49% active;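 active = initial fluorescence not abnormally high and integrated response B-score, plate-corrected, over 3 SD above library mean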
Target sequence (Q9GZV3 whole entry, looked up): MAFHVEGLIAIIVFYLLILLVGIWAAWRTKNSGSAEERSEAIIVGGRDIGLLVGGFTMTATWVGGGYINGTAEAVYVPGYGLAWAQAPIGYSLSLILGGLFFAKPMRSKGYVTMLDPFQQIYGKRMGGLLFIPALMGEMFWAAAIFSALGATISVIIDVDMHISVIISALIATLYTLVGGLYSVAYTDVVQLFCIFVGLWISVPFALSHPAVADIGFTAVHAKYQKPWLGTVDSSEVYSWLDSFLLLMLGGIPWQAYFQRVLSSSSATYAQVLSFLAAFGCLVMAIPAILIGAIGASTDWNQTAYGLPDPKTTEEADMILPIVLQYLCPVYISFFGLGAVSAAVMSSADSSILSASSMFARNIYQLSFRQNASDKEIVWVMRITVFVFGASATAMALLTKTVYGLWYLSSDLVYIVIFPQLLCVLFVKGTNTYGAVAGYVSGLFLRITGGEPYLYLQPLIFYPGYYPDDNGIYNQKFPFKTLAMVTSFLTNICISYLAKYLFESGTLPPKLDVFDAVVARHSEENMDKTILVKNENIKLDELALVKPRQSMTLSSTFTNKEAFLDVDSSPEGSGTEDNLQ
OX1R antag-2: OX1R (HCRTR1) antagonists, primary screen, fluorescence, CHO/OX1R cells, Fluo-8 calcium, orexin A; AID 434989, 2010; inhibition, % at 5 µM; Orexin/Hypocretin receptor type 1 (Homo sapiens), O43613; Fluo-8 calcium fluorescence; 330,000 tested, 0.43% active;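 active = inhibition above its plate's threshold, mean inhibition of all tested compounds on the plate plus 3 SD, cut at about 37% in these data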;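 note: 0% = orexin A challenge wells and 100% = SB-334867-A antagonist wells; not every result past the cut was called active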
Starred values were filed as active, the others as inactive; i = inactive; / = not tested or not shown.

Sample of the layout, three compounds:
molecule	OX1R antag-1	CHT allo act	OX1R antag-2
Cc1ccc(S(=O)(=O)N2CC(O)CC2C(=O)OCC(=O)c2ccccc2Cl)cc1C (stereo unspecified)	18	i	-15
O=C(Nc1ccccc1)c1cc2n(n1)C(C(F)(F)F)CC(C1CC1)N2 (stereo unspecified)	20	i	-16
CCOc1ccccc1CNC(=O)C1CCN(C(=O)c2sccc2-n2cccc2)CC1	11	i	-27

Main list (from the top)
molecule	OX1R antag-1	CHT allo act	OX1R antag-2
Cc1ccc(S(=O)(=O)N2CC(O)CC2C(=O)OCC(=O)c2ccccc2Cl)cc1C (stereo unspecified)	18	i	-15
O=C(Nc1ccccc1)c1cc2n(n1)C(C(F)(F)F)CC(C1CC1)N2 (stereo unspecified)	20	i	-16
CCOc1ccccc1CNC(=O)C1CCN(C(=O)c2sccc2-n2cccc2)CC1	11	i	-27
CCCc1[nH]nc2c1C(c1ccsc1)C(C#N)=C(N)O2 (stereo unspecified)	11	i	-9
CC1=NN(C(N)=S)C(=O)C1N=Nc1ccccc1 (stereo unspecified)	11	i	-13
O=C(/C=C/c1cccs1)NC(=S)NNC(=O)Cc1cccs1	10	i	-7
O=C(NC1CCC(=O)N(CCSc2ccccc2)CC1)OCc1ccccc1 (stereo unspecified)	16	i	-20
O=C(NCCCn1ccnc1)c1cc(-c2ccncc2)nc2ccccc12	36	6.3*	-2
CCOC(=O)N1CCN(Cc2nc(-c3ccccc3)no2)CC1	22	i	-8
OCCN1CCN(c2cc(-c3ccccc3)c3ccccc3n2)CC1	1	i	-7
CC(C)(C)NC(=O)Cn1c(SCC(N)=O)nc2ccccc21	10	i	-2
COc1ccc(CC(=O)Nc2cccc(Cl)c2C)cc1S(=O)(=O)N1CCOCC1	3	/	-26
O=C(O)c1ccccc1-c1nc2ccccc2c(=O)[nH]1	15	i	-5
CCOC(=O)C1C(=O)OC(C)(C)C1C(C)C(=O)c1ccccc1 (stereo unspecified)	5	i	-9
Cc1cc(Cl)c(S(=O)(=O)N2CCN(c3ccccn3)CC2)cc1OCC(=O)NC1CCCCC1	2	i	-22
CCOC(=O)c1[nH]c(=O)[nH]c1CSc1ccccn1	10	i	4
Cc1ccc(CSc2sc(C(=O)c3ccccc3)c(N)c2C#N)cc1	24	i	-15
Cn1nnnc1SCCNC/C=C/c1ccccc1	10	i	-22
COc1ccc(OCC(O)CNC(=O)Nc2cc(C)cc(C)c2)cc1 (stereo unspecified)	9	i	-18
CCc1cccc(NC(=O)Cn2ncn3c(cc4ccccc43)c2=O)c1	6	i	-9
CC(C)n1nc(C(=O)Nc2ccc3c(c2)OCO3)c2ccccc2c1=O	1	/	-21
COc1ccc(-c2nnc(SCC(=O)c3cccs3)o2)cc1	19	i	-15
COc1ccc([N+](=O)[O-])cc1/C=N/Nc1nc(N2CCCCC2)nc(N2CCCCC2)n1	12	i	-24
N#Cc1cccc(C(=O)N(CCc2ccccc2)Cc2cccs2)c1	9	i	-33
CN1CCN(C(N)=NC(=O)c2ccccc2)CC1	9	i	-15

Not a retest: entries from further up.
molecule	OX1R antag-1	CHT allo act	OX1R antag-2
CCCc1[nH]nc2c1C(c1ccsc1)C(C#N)=C(N)O2 (stereo unspecified)	11	i	-9
CC1=NN(C(N)=S)C(=O)C1N=Nc1ccccc1 (stereo unspecified)	11	i	-13

Additional entries
molecule	OX1R antag-1	CHT allo act	OX1R antag-2
Cc1ccc(S(=O)(=O)n2nc(-c3cccnc3)nc2N)cc1	2	i	-8
COc1ccc(NS(=O)(=O)c2cccc(C(=O)N3CCN(Cc4cc(OC)ccc4OC)CC3)c2)cc1	30	i	-21
Cn1cccc1C(=O)OCC(=O)Nc1ccc2[nH]c(=O)[nH]c2c1	1	/	2
C=CCNC(=O)c1onc(CSc2cccc3ccccc23)c1C(=O)O	57	i	-24
Cn1c(=O)[nH]c(=O)c2c1nc(CN1CCOCC1)n2CCc1ccccc1	8	i	-15
COC(=O)c1ccccc1NC(=O)C1CCN(S(=O)(=O)c2cc(OC)ccc2OC)CC1	17	i	-25
Cc1ccc(NC(=O)CSc2nnc3ccccn23)cc1S(=O)(=O)N1CCOCC1	12	i	-10
CN(C)c1ccc(/C=N\S(=O)(=O)c2ccccc2)cc1	22	i	3
COC(=O)CN1C(=S)N(c2ccc(OC)cc2)C(=O)/C1=C/c1ccc(OC)cc1	17	i	-7
Cc1c(C)n2c3c(cccc13)CC2	13	i	-4
COC(=O)/C(=C(O)\C=C\c1ccccc1[N+](=O)[O-])c1nc2ccccc2[nH]1	56*	i	-23
CC(C)CC(NC(N)=O)C(=O)Nc1ccc(Oc2ccccc2)cc1 (stereo unspecified)	7	i	-9
O=C(C1CCCC1)N1CCCC(Nc2ccc(F)cc2)C1 (stereo unspecified)	19	i	-23
O=C(CSc1ccc2ccccc2c1)NCc1cccs1	29	i	-3
CCOC(=O)C1(CCOC)CCN(Cc2ccccc2-c2ccco2)CC1	26	i	-27
CCc1cc(Cn2nc(-c3ccccc3)cc2C(=O)O)on1	11	i	-9
Cn1c(=O)n(C)c2cc([N+](=O)[O-])c(N3CCN(S(=O)(=O)c4ccc5ccccc5c4)CC3)cc21	6	i	-5
Cc1ccc2c(c1)C(c1ccccc1)N(C(=O)c1cc3ccccc3oc1=O)CC(=O)N2 (stereo unspecified)	10	i	-22
CC(=O)N1CCN(c2nnc(-c3ccc(C)cc3)c3ccccc23)CC1	-2	i	-19
O=S(=O)(Nc1nc2ccc(Cl)cc2s1)c1cccs1	9	i	-2
CCCSc1ccc([C@H]2N[C@@](C)(C(=O)OC)[C@H]3C(=O)N(C)C(=O)[C@@H]23)cc1OC	15	i	-17
Cc1cccc(Nc2nc(N)c(C#N)c(CC#N)c2C#N)c1	37	i	7
COCC(C)N1CC(O)=C(c2nc(-c3ccc(Cl)cc3)cs2)C1=N (stereo unspecified)	10	i	-18
CCOc1cc(N2CCOCC2)c(OCC)cc1NC(=O)c1cc(S(=O)(=O)N2CCOCC2)ccc1F	3	/	-11
Cc1nnc(-n2ncc(C#N)c2N)c2nn(-c3cccc(Cl)c3)c(C)c12	7	i	-8
COc1ccc(N(CC(=O)N2CCOCC2)S(C)(=O)=O)cc1Cl	10	i	-9
O=C(CSc1nc2ccccc2o1)c1ccccc1	13	i	-22
O=C1c2ccccc2[C@@H]2C[C@@H](O)[C@H](Nc3ccccc3)CCN12	0	/	-12
Cc1ccc(C2CC(=O)C=C(Nc3ccc(Cl)cc3)C2)cc1 (stereo unspecified)	17	i	-6
Clc1ccc(-[n+]2c(-c3cccc(Br)c3)[nH]c3nc4ccccc4nc32)cc1	6	i	-12
CCn1cc(Br)c(C(=O)Nc2ccc(F)cc2F)n1	12	i	-19
CN(C(=O)COC(=O)COc1ccc(Cl)cc1Cl)c1c(N)n(Cc2ccccc2)c(=O)[nH]c1=O	23	i	5
O=C(CSc1nc2ccc(Nc3nc(N4CCCC4)nc(N4CCCC4)n3)cc2s1)NCc1ccco1	12	i	-46
OCc1nnn(-c2cccc(C(F)(F)F)c2)c1CO	1	i	-11
Cc1ccccc1Cc1c(C)nc2nc(SCC(=O)NCCCN3CCCCC3)nn2c1C	3	i	-30
CC(=O)N1CCOc2ccc(S(=O)(=O)Nc3ccc(Cl)cn3)cc21	2	i	-2
OC(CN1CCCC1)Cn1ccc2ccccc21 (stereo unspecified)	3	i	-15
O=S(=O)(Nc1ccccc1Cl)c1ccc(-c2ccccn2)s1	26	i	-13
CCOC(=O)c1nnn(-c2nonc2N)c1CS(=O)(=O)c1ccccc1	-1	i	-21
COc1ccc2nc(NC(=O)CSc3nnnn3C)sc2c1	41	i	2
Cc1ccc(-n2ncc3c2CCCC3NC(=O)CCc2c(C)noc2C)cc1C (stereo unspecified)	18	i	-21
O=C(C1=C[C@H](c2ccc(Br)cc2)C[C@H](OCCCCO)O1)N1CCN(Cc2ccc3c(c2)OCO3)CC1	13	i	-31
CCC(C)(C)NC(=O)C(c1ccc(OC)cc1)N(C(=O)CCC(=O)Nc1cc(C)on1)c1cc(OC)ccc1OC (stereo unspecified)	10	i	-40
CC(C)(C)C1CCC(C(=O)Nc2ccc(N3CCOCC3)cc2N2CCOCC2)CC1 (stereo unspecified)	1	/	-28
CCCN1C(=O)N(C)C(N(O)C(=O)NC)C1(C)C (stereo unspecified)	26	i	4
Cc1cccc(NC(=O)CN2C(=O)N/C(=C\c3ccc(N4CCOCC4)cc3)C2=O)c1	7	i	-3
CC(C)CNC1CCS(=O)(=O)C1 (stereo unspecified)	5	i	-6
Cc1cccc(N2C(=O)N(c3ccccc3C)C3CS(=O)(=O)CC32)c1 (stereo unspecified)	11	i	-15
Cc1ccccc1NC(=O)CC1SC(=O)N(c2ccccc2)C1=O (stereo unspecified)	22	i	-26
Cc1nn(Cc2c(F)c(F)c(F)c(F)c2F)c(C)c1NC(=O)c1c([N+](=O)[O-])cnn1C	9	i	-9

New compounds follow.
molecule	OX1R antag-1	CHT allo act	OX1R antag-2
O=C(CN1C(=O)/C(=C/c2ccc(Cl)cc2)SC1=S)NC1C=CS(=O)(=O)C1 (stereo unspecified)	5	i	6
O=C(NCC(c1ccco1)N1CCCCC1)c1cnc(Cl)c(Cl)c1 (stereo unspecified)	8	/	-17
CC(=O)c1c(C)nc(-c2ccc(Cl)cc2)nc1N=CN(C)C	26	i	-18
Cc1ccc(OCCOCCn2cnc3ccccc3c2=O)c([N+](=O)[O-])c1	24	i	-23
CC1(C)CC2(CCCN3C(=O)CSC32)CCS1 (stereo unspecified)	12	i	-12
Oc1cc(-c2cccnc2)cc2cccnc12	14	/	-1
O=C(c1ccc(COc2ccc(Cl)cc2)o1)N1CCN(Cc2ccc3c(c2)OCO3)CC1	15	i	19
O=C(NC1=NCCS1)c1ccccc1Cl	-1	i	-10
Cn1nc(C(C)(C)C)c([N+](=O)[O-])c1C(=O)Nc1cccc2ccccc12	21	i	-34
COc1ccccc1CNS(=O)(=O)c1ccc(S(=O)(=O)NC2CC2)cc1	15	i	0
CC(OC(=O)C1CCN(c2ccc(C(F)(F)F)cn2)CC1)C(=O)Nc1cccc([N+](=O)[O-])c1 (stereo unspecified)	8	/	19
O=C(Nc1ccc(Cl)cc1)c1ccc2ncsc2c1	-4	i	-19
CS(=O)(=O)N1CCN(C(=S)NCc2ccc(F)cc2)CC1	6	i	10
O=C(CCCCO)c1ccc(O)c(Cl)c1	8	i	3
Cc1cc(Cl)c2ccc(Cl)cc2n1	8	i	1
CN(CC(=O)Nc1ccccc1Br)C(=O)Cn1[nH]c(=O)c2ccccc2c1=O	3	/	2
CCOc1cccc(/C=N/NC(=S)Nc2ccccc2[N+](=O)[O-])c1O	34	i	-20
O=C(N/N=C/c1cccnc1)c1cc(-c2ccc(Cl)cc2)nc2ccccc12	15	i	-38
CCCCOc1c(Cl)cc(C(=O)N(C)CC(=O)Nc2ccc(N3CCOCC3)cc2)cc1OCC	-1	i	-22
COc1ccc(N(CC(=O)NC(C)(C)C)C(=O)c2ccco2)cc1	12	i	-27
COC(=O)c1ccccc1NC(=S)NC(=O)C1CCCCC1	15	i	-6
COc1ccc(-n2c3c(cc(C(=O)N4CCCCC4)c2=O)C(=O)CC(C)(C)C3)cc1	12	i	-18
O=C(Oc1ccccc1C(=S)N1CCCCC1)c1cc([N+](=O)[O-])cc([N+](=O)[O-])c1	123*	i	-10
Cc1ccc(C(=O)Nc2c3c(nn2C(C)(C)C)CS(=O)(=O)C3)cc1[N+](=O)[O-]	13	i	-6
O=C1CCC(C(=O)N2CCCC2)CN1CCc1cccc(F)c1 (stereo unspecified)	8	i	-10
Cc1ccc(Cl)c(OC(=O)Cn2cnc3c2c(=O)n(C)c(=O)n3C)c1	10	i	1
Cc1ccc(-n2nc(C(=O)NN)c(C)c(C#N)c2=O)cc1Cl	34	i	-25
COc1cc(N)ccc1-c1cc2ccccc2oc1=O	7	i	-20
O=C(NCCc1ccco1)C(=O)NCC1OCCCN1S(=O)(=O)c1ccc(Cl)cc1 (stereo unspecified)	46	i	4
NS(=O)(=O)c1ccc(NC(=O)CSc2nc3ccccc3[nH]2)cc1	-2	i	-14
COc1ccc(OC[C@@H](O)CNC(=O)c2cccc3c2C(=O)c2ccc(-c4ccc(F)cc4OCc4ccccc4)cc2S3(=O)=O)cc1	6	/	8
CCOC(=O)Nc1ccccc1C(=O)N1CCOCC1	22	i	21
CC(Oc1ccc(Cl)cc1Cl)C(=O)Nc1ccc(OCC(=O)O)cc1 (stereo unspecified)	12	i	-22
CC(=O)c1cccc(NC(=O)CSc2ccc(-c3ccco3)nn2)c1	10	i	-23
O=C(OCC(=O)N1CCCC1)c1ccc(S(=O)(=O)Nc2ccccc2)cc1	10	i	-4
CCOCCCN(Cc1ccco1)C(=O)c1cc2c(=O)[nH]c3ccc(C)cc3c2s1	19	i	-45
Cc1c(C(=O)n2cnc3ccccc32)cccc1[N+](=O)[O-]	5	i	-8
CC1CCN(c2ccc(NC(=O)Cc3ccccc3)cc2)CC1	15	i	-7
